Source: PubChem BioAssay
Giardia kill = kills Giardia lamblia; Giardia lamblia trophozoite viability; activity change, % at 7.66 µM, hits read low; 0.15% of 340,000 active; AID 540267; in the data active = activity change below about -80%; inconclusive = between about -30% and that limit;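 also: parasites exposed to compound for two days anaerobically before the ATP read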
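Media and compound were dispensed first, then trophozoites at 100 cells/well; plates sat 48 hrs at 37 deg C without oxygen before ATP luminescence reagent was added and read after 15-30 min at room temperature.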
GALK inhibitor = galactokinase (human) inhibition | P51570 | Purified GALK, Kinase-Glo residual ATP luminescence | Potency, µM (top dose mostly 57.5 µM), without a hit: at the top dose activity change, negative = inhibition, usual class: inhibitors | 0.007% of 270,000 active; also: potency is read from the fitted curve at half-maximal effect
Target sequence (P51570 whole entry, looked up): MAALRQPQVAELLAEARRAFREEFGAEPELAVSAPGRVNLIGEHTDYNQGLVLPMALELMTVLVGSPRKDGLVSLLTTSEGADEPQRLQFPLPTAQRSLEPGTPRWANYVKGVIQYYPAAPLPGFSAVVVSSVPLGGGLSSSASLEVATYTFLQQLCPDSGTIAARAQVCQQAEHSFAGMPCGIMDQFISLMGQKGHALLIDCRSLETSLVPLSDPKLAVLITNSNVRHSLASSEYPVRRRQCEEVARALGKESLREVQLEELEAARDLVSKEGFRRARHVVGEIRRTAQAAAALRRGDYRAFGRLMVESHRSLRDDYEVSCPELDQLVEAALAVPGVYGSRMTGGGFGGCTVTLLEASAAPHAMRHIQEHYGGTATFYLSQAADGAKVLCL
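Luminescence from leftover ATP (Ultra-Glo luciferase/luciferin) served as read-out after a 1 h room-temperature reaction of 5 nM GALK with 35 uM ATP and 100 uM galactose.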
hERG WT inh = blocks the wildtype human KCNH2 potassium channel | Q12809 | U2OS, BacMam KCNH2, thallium flux FluxOr; stronger effect = lower value | activity change, % at 1.84 µM | 0.37% of 340,000 active | AID 720551;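 active = maximum activity change below -70%; inconclusive = maximum activity change between -70% and -50%; inactive = maximum activity change above -50%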
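U2OS cells were transduced with wild-type KCNH2 virus (2.03 x 10^8 / mL) for 4 h at room temperature, then cultured overnight at 37 C. Thallium flux was read with FluxOr dye. Rate constants were normalized to DMSO controls.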
B2AR arrestin = recruits beta-arrestin to the human beta2-adrenergic receptor. P07550. beta-arrestin recruitment to beta2AR, cell-based reporter. Potency, µM (highest dose often 46.1 µM), inactives show at the highest dose activation, usual class: activators. 0.02% of 330,000 active;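 also: potency is read from the fitted curve at half-maximal effect; 0% = DMSO controls and full agonism = EC100 isoproterenol or metaproterenol; nearly all actives have a fitted effect of over 65% in size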
USP2a inh = blocks human ubiquitin-specific protease USP2a | O75604 | USP2 core, Ub-CHOP2 coupled fluorogenic reporter, 485/531 | Potency, µM (series often up to 38.3 µM), without a hit: at the top dose activity change, negative = inhibition, actives largely listed as inhibitors | 0.01% of 330,000 active | AID 463254;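 also: potency is read from the fitted curve at half-maximal effect; plate controls were DMSO wells for no effect and full inhibition by NEM control for full effect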
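Cell-free coupled assay: 10nM USP2 core preincubated 30min RT with compound in Tris-HCl pH 8.0/CaCl2/CHAPS buffer, then 25nM Ub-CHOP2 and 25nM reporter substrate; fluorescence (Ex 485/Em 531) read after 60min RT, normalized to NEM inhibition, concentration-response curves fitted.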
KCNH2 3.1 inh = KCNH2 3.1 (human) potassium channel inhibition. U2OS KCNH2 3.1, thallium flux FluxOr; stronger effect = lower value. activity change, % (tested at about 1.8 µM). 0.95% of 340,000 active;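 active = maximum activity change below -70%; inconclusive = maximum activity change from -70% to -50%; inactive = maximum activity change above -50%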;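 also: thallium influx rate constant from kinetic fluorescence after stimulation buffer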
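Thallium flux via FluxOr fluorescence (Red40 quencher, 45 min loading) in U2OS cells virally expressing the KCNH2 3.1 isoform (1.77 x 10^8 /mL virus, overnight at 37 C). Rate constants from 2-min kinetic reads post-stimulation, normalised to positive and negative controls.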
uPA surface inh = inhibitors of cell surface uPA generation | 0.31% of 330,000 active | Potency, µM (top dose mostly 38.3 µM), inactives show top-dose activity change, negative = inhibition, actives largely listed as inhibitors | cell surface uPA generation assay, qHTS; active = well fitted inhibition curve with a large enough effect; inconclusive = small, poorly fitted or top-dose-only effect; inactive = no such curve, though single readings can be large or run the other way; tested in mouse RAW 264.7 cells; also: potency is read from the fitted curve at half-maximal effect; nearly all actives have a fitted effect of over 55% in size
Eya2 phos inh = blocks the phosphatase activity of human Eya2. O00167. recombinant Eya2, OMFP fluorescence dephosphorylation (OMFP is methylfluorescein phosphate). Potency, µM (series often up to 76.9 µM), without a hit: top-dose activity, negative = inhibition, usual class: inhibitors. 0.006% of 330,000 active; also: potency is read from the fitted curve at half-maximal effect
Target sequence (O00167 whole entry, looked up): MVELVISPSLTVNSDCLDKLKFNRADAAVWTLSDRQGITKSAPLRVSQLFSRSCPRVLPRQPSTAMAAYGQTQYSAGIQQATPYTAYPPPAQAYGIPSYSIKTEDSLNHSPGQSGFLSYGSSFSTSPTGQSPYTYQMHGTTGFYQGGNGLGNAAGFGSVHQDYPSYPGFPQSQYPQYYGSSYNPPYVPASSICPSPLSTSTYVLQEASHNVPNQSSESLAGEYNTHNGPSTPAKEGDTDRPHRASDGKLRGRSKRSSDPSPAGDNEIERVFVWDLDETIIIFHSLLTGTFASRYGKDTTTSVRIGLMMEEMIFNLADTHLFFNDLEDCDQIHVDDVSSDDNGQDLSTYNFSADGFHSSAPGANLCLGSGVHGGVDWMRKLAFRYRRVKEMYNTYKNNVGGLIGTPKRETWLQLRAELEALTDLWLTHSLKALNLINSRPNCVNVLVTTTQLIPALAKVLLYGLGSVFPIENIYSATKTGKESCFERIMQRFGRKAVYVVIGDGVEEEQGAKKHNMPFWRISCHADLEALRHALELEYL
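Eya2 protein (added as 0.2 uM solution) was preincubated with compound for 10 min at ambient temperature in 50 mM HEPES pH 7.5, 50 mM NaCl, 5 uM MgCl2, 0.05% BSA, 1 mM DTT. OMFP (added at 50 uM) then reacted 10 min; fluorescence read at 485/525 nm.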
BCR signal inh = blocks chronic active B-cell receptor signaling; 0.05% of 340,000 active; ABC-DLBCL IkBa-CBG/CBR reporter, luminescence ratio, 4 h; Potency, µM (doses to about 46.1 µM), without a hit: at the highest dose ratio change, negative = lower green/red ratio, most hits filed as inhibitors; AID 493014; active = well fitted inhibition curve with a large enough effect in the signal ratio, with a control signal flat, not every such curve was filed as active; inconclusive = small, poorly fitted or top-dose-only effect, or effect the other way, or a change in a side signal; the % refers to the signal ratio;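 also: potency is read from the fitted curve at half-maximal effect; plate controls were basal doxycycline-induced cells for no effect and cells given 10 µM MG132 for full effect; MG132 reads +100%, hits lower the ratio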
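TMD8 human ABC-DLBCL cells with doxycycline-inducible IκBα–green luciferase fusion and unfused red luciferase, in 0.5% FBS medium; compounds up to 46 uM, 4 h at 37C. Green/red luminescence ratio, filter-overlap corrected, fitted to concentration-response curves.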
PKM2 activator = activators of human pyruvate kinase M2; P14618; Potency, µM (highest dose often 57.5 µM), for inactives: at the top dose activation, hits mostly activators; 0.34% of 260,000 active; purified PKM2, Kinase-Glo ATP luminescence, activation; response scale: 0% is enzyme alone, no compound; also: potency is read from the fitted curve at half-maximal effect; nearly all actives have a fitted effect of over 55% in size
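hPK-M2, >95% pure; 0.1 mM ADP / 0.5 mM PEP final; imidazole pH7.2 buffer w/ 7 mM MgCl2, 50 mM KCl; 1 h RT; Kinase-Glo lum. Intermediate enzyme activity for dual inhibitor/activator qHTS.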
FBPA coupling cs = coupling enzyme interference in Giardia aldolase counter-screen; coupling enzyme system counterscreen, AmpLite Red fluorescence; 0.67% of 290,000 active; AID 2472; activity change, negative = inhibition, % at 58.2 µM, hits read low; in the data active = activity change below about -30%
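Activity here indicates interference with the coupling reaction, not aldolase inhibition. Compounds at 57.5 uM final met coupling enzymes for 10 min at RT; substrate and AmpLite Red detection followed, with a 525/598 nm fluorescence read after 20 min.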
Numbers without * were called inactive; ? = inconclusive; / = not tested or not shown; & = joins results of further samples; [ ] = remark or other dose. Unless noted, calls follow the shape of the dose curve; as a rule, active = well fitted curve in the direction sought with a large enough effect; inconclusive = small, poorly fitted or top-dose-only effect, or another doubt; inactive = no such curve, though single readings can be large; an effect the other way counts as inactive or inconclusive. Unless noted, % is scaled to controls: 0 for no effect and ±100 for the full control effect.

Start of the listing, in advance:
#1 COCCn1c(C(F)(F)F)ccc(NC(=O)c2ccccc2)c1=O
#2 CNc1nc(-c2ccc(Cl)cc2)cs1

Screen / compound no.	1	2
Giardia kill	-16	-8
GALK inhibitor	0%	1%
hERG WT inh	3	-3
B2AR arrestin	-0.5%	-1.2%
USP2a inh	2%	-4%
KCNH2 3.1 inh	-8	-16
uPA surface inh	-1%	-5%
Eya2 phos inh	2%	-9%
BCR signal inh	?	?
PKM2 activator	/	-14%
FBPA coupling cs	-1	-2

All compounds of this part, previewed entries included:
#1 COCCn1c(C(F)(F)F)ccc(NC(=O)c2ccccc2)c1=O
#2 CNc1nc(-c2ccc(Cl)cc2)cs1
#3 CC1(C)Cc2c(c(N3CCOCC3)nc3sc(C(=O)N4CCCCC4)c(N)c23)CO1
#4 c1ccc(COc2cccc(CNCc3cccnc3)c2)cc1
#5 COc1cccc(NC(=O)Nc2ccc(C)c(Cl)c2)c1
#6 CN(C)/C=C/C(=O)c1c(F)cccc1F
#7 Cc1ccc(C(=O)NCc2ccc3c(c2)OCO3)cc1S(=O)(=O)N1CCOCC1
#8 COc1ccc(CCC(=O)Nc2cc(S(C)(=O)=O)ccc2Cl)cc1

Screen / compound no.	1	2	3	4	5	6	7	8
Giardia kill	-16	-8	-5	0	-16	6	0	/
GALK inhibitor	0%	1%	-1%	2%	0%	/	0%	-2%
hERG WT inh	3	-3	1	-5	-14	0	6	/
B2AR arrestin	-0.5%	-1.2%	0.3%	0.2%	-0.3%	-0.7%	-0.1%	-0.5%
USP2a inh	2%	-4%	2%	4%	0%	-1%	0%	4%
KCNH2 3.1 inh	-8	-16	0	-7	4	-44	10	/
uPA surface inh	-1%	-5%	2%	0%	-2%	9%	-8%	/
Eya2 phos inh	2%	-9%	4%	-4%	11%	6%	9%	8%
BCR signal inh	?	?	?	-1%	?	9%	5%	0%
PKM2 activator	/	-14%	16%	0%	-6%	3%	-3%	-2%
FBPA coupling cs	-1	-2	-15	1	-4	1	2	0

#9 O=C(C[C@@H]1C/C=C\CCCC(=O)OC[C@@H]2CCCN2C1=O)N[C@H](CO)Cc1ccccc1
#10 COc1ccc(-c2cc(C(F)(F)F)nc(SCC(=O)NCc3ccco3)n2)cc1OC
#11 COC(=O)c1[nH]c2c(c1C)C(=O)CC(c1cc(OC)ccc1OC)C2 (configuration not stated)
#12 Cc1ccccc1CS(=O)(=O)Cc1ccc(C(=O)NCc2cccnc2)o1
#13 Clc1cccc(CNCC2CCCO2)c1Cl (configuration not stated)
#14 CCOC(=O)CN1C(=O)/C(=C2\SC(=S)N(NC(=O)c3cccnc3)C2=O)c2ccccc21
#15 Cc1onc(-c2c(Cl)cccc2Cl)c1C(=O)N[C@@H]1C(=O)N2[C@@H]1SC(C)(C)[C@@H]2C(=O)O
#16 CC(C)C(=O)NC(=S)Nc1ccc(S(=O)(=O)N2CCCC2)cc1

Screen / compound no.	9	10	11	12	13	14	15	16
Giardia kill	15	-10	-8	4	4	?	-20&-4	?
GALK inhibitor	/	-3%	0%	3%	-4%	3%	0%	3%
hERG WT inh	/	-9	-17	-3	-8	4	12&-13	-4
B2AR arrestin	-0.2%	?	-0.6%	-0.3%	-0.3%	-0.4%	0.2%&0.5%	-0.3%
USP2a inh	9%	-4%	1%	1%	3%	3%	1%&-1%	4%
KCNH2 3.1 inh	/	9	-27	-8	-4	26	1&24	-12
uPA surface inh	0%	-8%	5.6µM*	3%	6%	-21%	15%&13%	-3%
Eya2 phos inh	8%	-9%	7%	-5%	10%	12%	12%&15%	-1%
BCR signal inh	0%	?	-4%	7%	0%	12%	-6%&1%	1%
PKM2 activator	/	-3%	7%	-1%	0%[11.5 µM]	-2%	/	3%
FBPA coupling cs	/	1	1	1	3	-22	0	2

Additional records:
Under each structure: Giardia kill	GALK inhibitor	hERG WT inh	B2AR arrestin	USP2a inh	KCNH2 3.1 inh	uPA surface inh	Eya2 phos inh	BCR signal inh	PKM2 activator	FBPA coupling cs
[17] CC(Nc1nc(C(F)(F)F)nc2ccccc12)c1cccs1 (configuration not stated)
  26	-3%	24	-0.1%	-5%	-17	4%	-5%	21%	/	-2
[18] Clc1ccc(OCCCc2nc(-c3cccnc3)no2)c(Cl)c1
  -4	3%	-30	0.1%	-6%	8	/	-11%	4%	14%	-2
[19] CC1CCN(S(=O)(=O)c2ccc(C(=O)Nc3sccc3C(N)=O)cc2)CC1
  -8	3%	-1	-0.2%	-3%	5	-15%	-23%	-10%	1%	2
[20] O=C(NC1CCCC1)C(c1ccccn1)N(C(=O)c1csnn1)c1ccccc1 (configuration not stated)
  -6	0%	-1	-0.2%	2%	8	3%	13%	0%	/	-1
[21] CCN1CCN(C(=O)/C=C/c2cccc(Cl)c2)CC1
  1	1%	18	-0.3%	0%	-11	-2%	-7%	?	1%	0
[22] CC(CCc1ccccc1)NC(=O)c1nnc(Cc2ccc(F)cc2)o1 (configuration not stated)
  13	/	16	-0.8%	4%	3	-2%	-6%	0%	1%	0
[23] COc1ccc(CCNC(=O)c2c[nH]c3ccc(F)cc3c2=O)cc1OC
  -5	6%	5	-0.9%	-1%	-12	19%	-12%	-10%	-3%	0
[24] COc1cccc(NC(=O)CN(C)C(=O)CN2C(=O)NC(C)(c3ccc4ccccc4c3)C2=O)c1 (configuration not stated)
  -13	/	-5	0.0%	-3%	-11	-12%	-4%	1%	/	/
[25] CCOc1ccccc1C1NC(=O)CCC1[N+](=O)[O-] (configuration not stated)
  -8	-4%	-12	-0.5%	1%	10	-1%	4%	0%	-1%[11.5 µM]	0
[26] Cc1noc(C)c1C(=O)NCC(=O)Nc1ccccc1Br
  -12	/	-8	0.0%	0%	11	-8%	7%	-1%	/	/
[27] CC(O)[C@H]1CNC(=O)C(=O)N1CCc1cccc2ccccc12 (some centres not stated)
  -28	-1%	-8	0.3%	0%	0	6%	1%	1%	-2%	-5
[28] CC(C)CC(=O)Nc1ccnn1C1CCN(C(=O)c2ccc(F)cc2Cl)CC1
  3	4%	0	-0.7%	3%	/	-3%	5%	-1%	-2%	/
[29] Cc1n[nH]c(C)c1CN(C)C(=O)C1CCC(=O)N(CCc2cccc(F)c2)C1 (configuration not stated)
  -7	3%	-1	3.6%	2%	25	0%	-23%	-6%	/	-1
[30] COc1ccccc1C1C([N+](=O)[O-])=CC([N+](=O)[O-])=CN1C (configuration not stated)
  -83*	1%	5	-0.3%	6%	-8	-9%	-21%	?	3%	-6
[31] CC(CCc1ccccc1)NC(=O)Cc1ccc([N+](=O)[O-])cc1 (configuration not stated)
  -16	1%	-18	-1.2%	0%	-3	1%	-3%	-1%	-7%	-1

(further entries)
Under each structure: Giardia kill	GALK inhibitor	hERG WT inh	B2AR arrestin	USP2a inh	KCNH2 3.1 inh	uPA surface inh	Eya2 phos inh	BCR signal inh	PKM2 activator	FBPA coupling cs
[32] COc1ccc(-c2[nH]ncc2CN2CCCC(C(=O)c3ccc(OC)cc3OC)C2)cc1 (configuration not stated)
  -10	1%	21	-0.8%	7%	19	2%	3%	?	1%	0
[33] O=C(CN1CCOCC1)Nc1ccc2c(c1)OCO2
  10	9%	-12	-0.4%	3%	5	11%	-5%	-2%	-4%	3
[34] CCOc1ccc(NC(=O)CCC(=O)Nc2cc(OC)c(NC(=O)c3ccco3)cc2OC)cc1
  8	7%	-3	-0.8%	-1%	2	1%	-3%	0%	/	1
[35] CC(C)COc1ccc(/C(O)=C2/C(=O)C(=O)N(CCN(C)C)C2c2ccncc2)cc1 (configuration not stated)
  -10	4%	7	-0.3%	-6%	17	2%	28%	-2%	3%	1
[36] CCOC(=O)c1cnn(-c2ccc(C(F)(F)F)cn2)c1N
  13	-1%	-4	5.0%	0%	-5	4%	-6%	?	-6%	-5
[37] O=C(CSc1nccn1Cc1ccco1)Nc1ccccc1C(F)(F)F
  -2	5%	-8	-0.7%	0%	-6	16%	0%	1%	6%	2
